RGS12 GoLoco inh – blocks human Gai1 binding to RGS12 GoLoco peptide, red readout; Potency, µM (doses to about 61.6 µM), for inactives: at the highest dose activity, negative = inhibition, most hits filed as inhibitors; AID 880; Gai1:RGS12 GoLoco peptide FP, rhodamine, 10 min; 230,000 tested, 0.44% active; active = well fitted inhibition curve with a large enough effect, not every such curve was filed as active; inactive = no such curve, though single readings can be large or run the other way; note: % is set by controls: 0 for no effect and ±100 for the full control effect; nearly all actives have a fitted effect of over 30% in size; many of its hits are not listed in these tables
Target sequence (P63096 whole entry, looked up): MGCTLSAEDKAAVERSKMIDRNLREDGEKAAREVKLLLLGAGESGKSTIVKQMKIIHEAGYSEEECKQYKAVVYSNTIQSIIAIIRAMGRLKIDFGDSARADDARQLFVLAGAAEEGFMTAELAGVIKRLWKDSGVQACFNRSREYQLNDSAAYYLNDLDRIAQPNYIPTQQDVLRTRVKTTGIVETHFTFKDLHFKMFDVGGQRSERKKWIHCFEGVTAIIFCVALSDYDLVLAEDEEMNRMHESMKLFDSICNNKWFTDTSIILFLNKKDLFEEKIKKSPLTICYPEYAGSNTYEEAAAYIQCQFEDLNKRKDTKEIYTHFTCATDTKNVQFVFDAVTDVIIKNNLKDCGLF
SMN2 splice up – enhancers of SMN2 splice variant expression | HEK293 SMN2-luciferase splicing reporter, luminescence, 30-36 h | Potency, µM (highest dose often 46.1 µM), for inactives: at the highest dose activity change, positive = activation, usual class: activators | 210,000 tested, 2.8% active | AID 1458; note: % of control where 0% means no effect; nearly all actives have a fitted effect of over 55% in size
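HEK293 cells carry an SMN2 […]–luciferase reporter in which exon 7 inclusion puts luciferase in frame. Cells were plated 10-12 h before compound addition, then incubated 30-36 h at 37C. ONE-Glo luminescence was read; sodium butyrate at 4.5 mM final served as control.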
RECQ1 inh – RECQ1 (human) helicase inhibition; P46063; RECQ1 DNA unwinding, red fluorescence kinetic read; Potency, µM (series often up to 57.3 µM), for the others: at the highest dose activity, negative = inhibition, actives largely listed as inhibitors; 240,000 tested, 0.54% active; AID 2549;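 note: plate controls were vehicle for no effect and no enzyme for full effect; nearly all actives have a fitted effect of over 30% in size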
Target sequence (P46063 whole entry, looked up): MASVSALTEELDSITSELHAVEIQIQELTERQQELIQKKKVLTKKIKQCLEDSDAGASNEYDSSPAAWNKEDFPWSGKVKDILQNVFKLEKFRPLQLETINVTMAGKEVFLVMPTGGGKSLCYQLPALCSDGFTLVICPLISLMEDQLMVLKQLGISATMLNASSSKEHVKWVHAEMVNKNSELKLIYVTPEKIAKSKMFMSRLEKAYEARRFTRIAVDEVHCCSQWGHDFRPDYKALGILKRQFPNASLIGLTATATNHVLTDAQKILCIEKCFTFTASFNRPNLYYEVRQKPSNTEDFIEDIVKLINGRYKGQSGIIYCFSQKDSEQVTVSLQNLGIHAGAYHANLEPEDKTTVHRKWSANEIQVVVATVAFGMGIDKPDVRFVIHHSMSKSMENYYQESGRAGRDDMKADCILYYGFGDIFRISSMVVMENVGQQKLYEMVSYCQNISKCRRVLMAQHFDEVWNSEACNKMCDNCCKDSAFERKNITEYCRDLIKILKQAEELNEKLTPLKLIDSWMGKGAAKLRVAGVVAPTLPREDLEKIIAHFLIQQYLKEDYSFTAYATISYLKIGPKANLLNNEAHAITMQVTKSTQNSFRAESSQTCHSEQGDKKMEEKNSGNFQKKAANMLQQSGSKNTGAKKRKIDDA
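50 nM RECQ1T1 preincubated 15 min with compound in Tris pH 8.0 buffer with MgCl2, DTT, Tween-20 and 2.5 ug/ml poly(dI-dC); started with 200 nM TAMRA/BHQ-2 forked duplex and 2 mM ATP. Unwinding read as fluorescence (525/598 nm), two reads 2 h apart.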
KinaseGlo FLuc – Kinase-Glo luciferase inhibition (counter-screen). Potency, µM (top dose mostly 38.3 µM), for inactives: at the top dose activity change, negative = inhibition, most hits filed as inhibitors. 200,000 tested, 0.28% active. Q27757. Kinase-Glo luciferase, ATP luminescence, 8 min. AID 1379; note: % is set by controls: 0 for no effect and ±100 for the full control effect; nearly all actives have a fitted effect of over 60% in size
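Recombinant Kinase-Glo luciferase, 10 uM ATP (linear range), luciferin; imidazole pH 7.2 / KCl / MgCl2 / Tween / BSA buffer; 8 min RT; luminescence.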
KDM4E inh – JMJD2E (human) inhibition; B2RXH2; Potency, µM (doses to about 57.1 µM), inactives show top-dose activity change, negative = inhibition, hits mostly inhibitors; JMJD2E catalytic domain, FDH-coupled NADH fluorescence (FDH is formaldehyde dehydrogenase); 230,000 tested, 1.6% active; active = well fitted inhibition curve with a large enough effect, not every such curve was filed as active; inconclusive = small, poorly fitted or top-dose-only effect, or another doubt; inactive = no such curve, though single readings can be large or run the other way;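 note: 0% = wells with enzyme and -100% = buffer wells without enzyme; nearly all actives have a fitted effect of over 50% in size; many of its hits are not listed in these tables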
IMPase Li cell – membrane-permeable IMPase blocker, potentiated with lithium | Potency, µM (series often up to 59.4 µM), inactives show top-dose activity, negative = IMPase inhibition, actives largely listed as inhibitors | CHO-M1 cells, IP1 TR-FRET (IP-One), carbachol + lithium | 210,000 tested, 0.35% active;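 note: IP1 builds up when IMPase is blocked and the TR-FRET signal falls; plate controls were basal vehicle for no effect and high inhibitor control for full effect; nearly all actives have a fitted effect of over 50% in size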
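CHO cells stably expressing M1 receptor (2000/well) were cultured 16–30 h, then exposed to compounds with a small lithium addition for 30 min at 37C. IP1 was measured by TR-FRET competition; AC50 from Hill fits.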
Epigenetic reg – regulators of epigenetic silencing causing reporter derepression in mouse cells; Potency, µM (doses to about 53.9 µM), inactives show at the highest dose GFP activation, actives largely listed as activators; murine LDR cells, GFP reporter derepression, 30 h; 280,000 tested, 0.2% active; AID 1865; note: % of control where 0% means no effect; nearly all actives have a fitted effect of over 60% in size
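Murine LDR cells bearing a silenced CMV-driven GFP reporter were exposed to compound for 30 h at 37 C. After PBS washes, GFP-positive cells (20-120 um objects) counted by laser-scanning microplate cytometry.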
NPSR antag – neuropeptide S receptor (human) antagonism, cAMP; Potency, µM (top dose mostly 38.3 µM), for the others: top-dose activity change, negative = inhibition, usual class: inhibitors; CHO-NPSR cells, cAMP TR-FRET, antagonist mode; 220,000 tested, 1% active; Q6W5P4; AID 1461; note: % is set by controls: 0 for no effect and ±100 for the full control effect; nearly all actives have a fitted effect of over 50% in size; many of its hits are not listed in these tables
Starred values were filed as active, the others as inactive; i = inactive; ? = inconclusive; · = not tested or not shown; [ ] = another dose, or the depositor's remark. Unless noted, calls come from the whole dose curve; as a rule, active = well fitted curve in the direction sought with a large enough effect; inconclusive = small, poorly fitted or top-dose-only effect, or another doubt; inactive = no such curve, though single readings can be large; an effect the other way counts as inactive or inconclusive. Potency is the fitted concentration of half-maximal effect. A portion of the library; rates above refer to the full screens.

SMILES	RGS12 GoLoco inh	SMN2 splice up	RECQ1 inh	KinaseGlo FLuc	KDM4E inh	IMPase Li cell	Epigenetic reg	NPSR antag
Cc1nc2nc(-c3ccccc3)cn2nc1C	13%	8.9µM*	i	10µM*	?	?	0.6%	4%[46.1 µM]
O=C(CSc1ncn(-c2ccccc2)n1)Nc1ccc2c(c1)OCO2	·	·	-3%	·	0%	·	-6.6%	-4%[46.1 µM]
CSc1scc2c1-c1nc(SCC(=O)C(C)(C)C)ncc1CC2	8%	·	-16%	·	?	·	1.1%	56%
Cc1c(Cl)c(-c2n[nH]c(=S)n2Cc2ccco2)nn1C	3%	-43%[inhibitor]	-9%	-2%	-6%	6%[38.3 µM]	-0.3%	-11%[46.1 µM]
CO[C@]1(C2=NCCN2)COc2ccccc2O1	-3%	·	-2%	1%	-15%	4%	2.4%	·
OC1CCCN(C(=S)Nc2ccc(SC(F)F)cc2)C1 (stereo unspecified)	0%	?	-2%	2%	0%	0%	1.0%	19%
CC(Oc1ccccc1)C(=O)Nc1ccccc1O (stereo unspecified)	4%	8%	-11%	1%	2%	22%[38.3 µM]	-1.8%	-6%[46.1 µM]
O=C1CC(NCc2ccccc2F)C(=O)N1c1ccccc1 (stereo unspecified)	-1%	2%	-9%	-5%	4%	-9%[38.3 µM]	-0.4%	-7%[46.1 µM]
COc1cccc(NC(=O)CSc2nnc(-c3ccoc3C)n2CC2CCCO2)c1 (stereo unspecified)	2%	-10%	3%	-5%	11%	-19%[38.3 µM]	-1.1%	-8%[46.1 µM]
O=C(N/N=C/c1ccc2cccnc2c1)c1nc2ccccc2c(=O)[nH]1	6%	·	i	·	14%	·	-1.3%	3%

SMN2 splice up: what is marked active above.
molecule	RGS12 GoLoco inh	SMN2 splice up	RECQ1 inh	KDM4E inh	IMPase Li cell	Epigenetic reg	NPSR antag
Cc1nc2nc(-c3ccccc3)cn2nc1C	13%	8.9µM*	i	?	?	0.6%	4%[46.1 µM]

(further entries)
SMILES	RGS12 GoLoco inh	SMN2 splice up	RECQ1 inh	KinaseGlo FLuc	KDM4E inh	IMPase Li cell	Epigenetic reg	NPSR antag
COc1ccc(CCn2c3c(c(=O)[nH]c2=O)C(NC(=O)c2cccs2)(C(F)(F)F)C(=O)N3)cc1OC (stereo unspecified)	-2%	-1%	-9%	-1%	13%	-9%[38.3 µM]	0.0%	-5%[46.1 µM]
O=C(Nc1ccc2c(c1)OCO2)C1CCCN1C(=O)NCc1ccccc1 (stereo unspecified)	8%	1%	i	0%	-2%	-2%[38.3 µM]	-0.7%	2%[46.1 µM]
COc1cccc(-c2nnc(NC(=O)C(C)C)o2)c1	1%	?	i	3%	1%	3%[38.3 µM]	0.9%	-10%[46.1 µM]
N#CCCN(Cc1cccnc1)S(=O)(=O)c1ccc(S(=O)(=O)N2CCCCCC2)cc1	2%	-11%	-6%	2%	0%	15%[38.3 µM]	2.4%	-5%[46.1 µM]
COc1cc(OC)c(OC)cc1/C=N/NC(=S)NCCN1CCOCC1	-6%	24%	-1%	0%	?	-5%	2.6%	9%
Cn1c(=O)c(=O)n(C)c2cc(S(=O)(=O)CCC(=O)N3CCOCC3)ccc21	-8%	?	-2%	-4%	?	26%[38.3 µM]	0.0%	?
COc1cc(/C=C/C(=O)OCC(=O)N2CCc3ccccc3C2)ccc1O	-9%	-13%	8%	3%	?	-8%	0.0%	-4%
Nc1cccc(C(=O)O)c1	-2%	-27%	?	1%	?	0%	0.0%	-1%
COc1ccc(NC(=S)NN2CCOCC2)cc1OC	·	·	2%	·	-5%	·	-0.9%	19%[46.1 µM]
Cc1ccc(NCc2nnc(SCC(=O)Nc3ncc(C)s3)n2CC2CCCO2)c(C)c1 (stereo unspecified)	-6%	0%	-5%	-6%	-8%	-3%[38.3 µM]	-5.8%	?
COc1ccccc1NS(=O)(=O)c1ccc(NC(=O)c2nc3ncccn3n2)cc1	18%	?	4%	-1%	2%	15%[38.3 µM]	4.3%	-16%[46.1 µM]
COC(=O)N1CCC2(CCN(C(=O)Nc3ccccc3)CC2)CC1	5%	-3%	i	-1%	·	-1%	·	·
COc1cc(S(=O)(=O)NC2CCCCC2)ccc1F	-7%	19%	2%	2%	3%	20%[38.3 µM]	-1.0%	9%[46.1 µM]
CCCCNC(=O)c1cccc(NC(=O)C(=O)c2ccccc2NC(C)=O)c1	6%	-8%	8%	4%	-1%	5%	-2.1%	14%
Cc1cc(Br)cnc1NC(=S)Nc1ccc(F)cc1F	-9%	·	i	·	-9%	7%	-0.1%	2%
O=C(CNC(=O)c1ccc(-c2ccccc2)cc1)OCc1ccc(Cl)cc1	9%	0%	-6%	-2%	-2%	-5%	1.3%	3%
Cc1cc(OCC(=O)c2ccc(Br)cc2)ccc1N1C(=O)CCC1=O	-26%	-20%	-5%	1%	-4%	27%[38.3 µM]	3.8%	-11%[46.1 µM]
Cn1c(Cc2ccccc2)nnc1SCC(=O)c1cccs1	8%	-19%	i	-4%	2%	15%[38.3 µM]	1.8%	-8%[46.1 µM]
CCc1ccc(CCC(=O)Nc2ccc(OC)cc2)o1	-5%	23%	-3%	3%	4%	-1%	1.0%	0%[46.1 µM]
COc1ccc(-c2noc(-c3cc4ccccc4oc3=O)n2)cc1	3%	15%	i	-6%	-1%	?	0.0%	6%[46.1 µM]
CC12CCC(C(=O)N(CCC#N)CCC#N)(CC1=O)C2(C)C (stereo unspecified)	8%	20%	-9%	2%	-3%	3%[38.3 µM]	2.4%	0%[46.1 µM]
Cc1cccc(N(CC(=O)NC2CCCCC2)C(=O)CCCC(=O)Nc2ccccn2)c1	-1%	-3%	-4%	0%	7%	5%	-2.3%	-4%[46.1 µM]
COc1ccc(N(C(=O)CS(=O)CC(=O)Nc2ccc(F)cc2)C(C(=O)NC2CCCCC2)c2cccs2)cc1 (stereo unspecified)	1%	3%	-4%	14%	-9%	-6%	0.1%	12%
COC(=O)c1ccc(CSc2ncnc3c2nnn3-c2ccc(OC)cc2)o1	8%	-1%	-5%	0%	?	31%[activator][38.3 µM]	6.3%	-4%[46.1 µM]
CCOC(=O)C1=C(NC(=S)NC(=O)c2ccccc2)c2ccccc2CC1(C)C	3%	?	-14%	0%	-4%	1%[38.3 µM]	0.0%	-24%[46.1 µM]
NCCC(O)C(=O)NC1C[C@@H](N)[C@H](O[C@@H]2OC(CN)C(O)C(O)C2O)C(O)[C@H]1O[C@H]1OC(CO)C(O)C(N)C1O (stereo partly specified)	0%	3%	i	-9%	-1%	13%	4.0%	·
COc1ccc(CCN2CC(O)=C(c3nc(C)cs3)C2=N)cc1OC	12%	-12%	8%	-3%	10%	7%[38.3 µM]	0.0%	-10%[46.1 µM]
COc1ccc2c(c1)C(=O)[C@@H](OC(=O)NS(=O)(=O)c1ccc(F)cc1)[C@H](c1ccc(OC)c(Br)c1)O2	0%	10%	i	-2%	3%	11%	-0.1%	·
CN(CCc1ccccn1)C(=O)Nc1ccc(F)cc1	7%	0%	-14%	-1%	8%	-6%[38.3 µM]	1.5%	-4%[46.1 µM]
O=C(OCc1cc([N+](=O)[O-])cc2c1OCOC2)c1ccc2ccccc2n1	13%	6%	i	0%	6%	-4%	1.6%	-4%
CC(=O)Nc1ccc(C(=O)OCc2ccc(Cl)c(Cl)c2)cc1	27%	?	-2%	-1%	6%	7%	-2.8%	-8%
COc1ccccc1NC(=O)CN1C(=O)NC(C)(C)C1=O	5%	11%	-2%	3%	-5%	28%[38.3 µM]	-1.1%	-8%[46.1 µM]
Cc1ccc(-c2cc(C(=O)NN)n[nH]2)o1	7%	·	-9%	·	28%	·	0.0%	-5%
CN1CCN(c2nc3c(c(=O)n(C)c(=O)n3C)n2CC(N)=O)CC1	·	·	i	·	-13%	·	-6.1%	-6%[46.1 µM]
Cc1c(C(=O)N2CCC(C)CC2)cccc1[N+](=O)[O-]	2%	·	i	-5%	-4%	-2%	5.2%	3%
O=C(CCC1CCCCC1)Nc1ccccc1-c1ccccc1	4%	-12%	-17%	-2%	-1%	13%[38.3 µM]	-1.2%	-22%[46.1 µM]
CCNc1nc2cccnc2s1	0%	·	-4%	·	0%	·	-1.1%	15%
CCOc1ccc(-c2nnc3ccc(SCC(=O)N4CCCCC4)nn23)cc1	2%	-4%	-5%	1%	1%	2%[38.3 µM]	1.3%	-11%[46.1 µM]
Brc1ccc(-c2nnc(-c3ccccc3)o2)o1	7%	14µM*	-4%	-4%	?	-6%	3.5%	-1%[46.1 µM]
O=[N+]([O-])c1ccc(NCc2ccc3c(c2)OCO3)cc1	-1%	11%	-3%	0%	-14%	5%	0.9%	-10%
COc1cc2c(cc1/C=C/C(=O)O)OC(C)C2 (stereo unspecified)	0%	12%	-5%	5%	?	-9%	-0.5%	-44%
O=C(c1ccc(Cl)c(S(=O)(=O)Nc2ccccc2C(=O)N2CCc3ccccc3C2)c1)N1CCc2ccccc2C1	3%	10%	i	3%	-3%	12%	0.0%	-17%
Cc1ccc(C(=O)N2CCN=C2SCc2ccc([N+](=O)[O-])cc2)cc1C	-6%	-43%[inhibitor]	-10%	-1%	-5%	10%	3.4%	-19%
O=C(OC1CCOC1=O)c1ccc2ncsc2c1 (stereo unspecified)	-7%	6%	-4%	1%	-9%	-12%	-2.0%	-11%[46.1 µM]
CCOC(=O)c1cc(-c2ccc(Cl)s2)[nH]n1	-17%	·	-9%	·	-10%	·	-4.1%	?
COc1ccccc1S(=O)(=O)CC(O)COc1ccc(C#N)cc1 (stereo unspecified)	2%	-4%	i	0%	0%	-1%	-1.3%	4%
COc1ccc(/C=C/C(=O)NCCOc2ccccc2OC)cc1	5%	5%	-3%	-1%	4%	-5%	0.1%	2%
COc1ccc2nc(SCC(=O)NCCc3ccccc3)[nH]c2c1	0%	·	-10%	·	-9%	·	2.5%	-8%
CC(C)CNC(=O)C1CCCN1S(=O)(=O)c1ccc(Cl)cc1 (stereo unspecified)	7%	5%	i	1%	1%	-14%[38.3 µM]	9.1%	-18%[46.1 µM]

As entered above.
For Epigenetic reg, Cc1c(C(=O)N2CCC(C)CC2)cccc1[N+](=O)[O-] is entered as 5.2%
For NPSR antag, COc1ccc(NC(=S)NN2CCOCC2)cc1OC is entered as 19%[46.1 µM]
